Assay outcomes deposited in PubChem by several laboratories.
CHRM1 PAM = human CHRM1 positive allosteric modulation. P11229. CHO-K1 hM1, Fluo-8 calcium fluorescence, ACh EC20; 0% = ACh EC20, 100% = maximal ACh. activation, % at 3 µM. 0.088% of 360,000 active; in the data active means activation above about 19%, passing the limit was not always enough
Target sequence (P11229 whole entry, looked up): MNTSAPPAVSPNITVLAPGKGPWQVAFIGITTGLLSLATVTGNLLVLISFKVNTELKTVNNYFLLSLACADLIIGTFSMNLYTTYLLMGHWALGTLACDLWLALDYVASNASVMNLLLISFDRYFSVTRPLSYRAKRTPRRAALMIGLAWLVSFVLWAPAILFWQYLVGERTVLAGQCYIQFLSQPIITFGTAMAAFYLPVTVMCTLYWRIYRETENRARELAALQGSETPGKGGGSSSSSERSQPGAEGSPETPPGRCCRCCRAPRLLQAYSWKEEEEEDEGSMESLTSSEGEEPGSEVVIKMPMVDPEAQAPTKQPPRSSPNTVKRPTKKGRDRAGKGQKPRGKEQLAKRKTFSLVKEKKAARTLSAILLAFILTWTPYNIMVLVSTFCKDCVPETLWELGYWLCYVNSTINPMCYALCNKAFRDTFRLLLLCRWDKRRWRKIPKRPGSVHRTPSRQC
CHRM5 PAM = potentiates acetylcholine response at human M5 receptor; activation, % at 3 µM; 0.3% of 360,000 active; P08912; CHO-K1 hM5, Fluo-8 calcium, ACh EC20 PAM; 0% = ACh EC20, 100% = ACh EC100;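 active means activation above the run cutoff, the mean activation of all test compounds plus 3 SD, cut at about 18% in these data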
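Probe or stimulus: acetylcholine, EC20 level; Assay system: human M5 receptor in CHO-K1 cells; Schedule: compound preincubation 140 s before EC20 acetylcholine addition; Technique: intracellular calcium via Fluo-8 fluorescence; Dosing: single-point, 3 µM nominal; Read-out basis: percent activation from peak-over-basal fluorescence ratio, scaled EC20-to-EC100 acetylcholine; Repeats: one well per compound, no replicates.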
CHRM4 agonist = CHRM4 agonism in calcium assay. P08173. CHO-K1 hM4/Gqi5, Fluo-8 calcium fluorescence; vehicle 0%, full acetylcholine response 100%. activation, % at 3 µM. 0.14% of 360,000 active;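 active means activation above the run mean over all test wells plus 3 SD, cut at about 32% in these data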;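 further: peak over basal fluorescence ratio per well then scaled between controls; 0% = DMSO wells and 100% = acetylcholine at EC100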
M4 antag = blocks acetylcholine activation of human M4 receptor; inhibition, % at 3 µM; 0.73% of 360,000 active; AID 624125; CHO-hM4 cells, ACh EC80, Fluo-8 calcium fluorescence; P08173;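 active means inhibition above its plate's cutoff, the mean inhibition of sample wells plus 3 SD, cut at about 27% in these data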;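 further: 0% = acetylcholine EC80 with DMSO and 100% = DMSO without agonist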
M5 antag = CHRM5 antagonism in calcium assay | CHO-hM5 cells, Fluo-8 calcium fluorescence, ACh EC80 | AID 624040 | P08912 | inhibition, % at 3 µM | 0.59% of 360,000 active;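 active means inhibition above a per-plate cutoff, the mean of that plate's test compounds plus 3 SD, cut at about 27% in these data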;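 further: 0% = acetylcholine EC80 with DMSO and 100% = DMSO without agonist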
CRFBP-R2 agonist = CRF-BP/CRF-R2 complex agonism; activation, % at 13.2 µM; AID 588473; 0.46% of 350,000 active; HEK293 CRF-R2/CRF-BP, calcium dye fluorescence (FLIPR); percent of saturating CRF peptide response;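 active means activation of at least 50%, plus an integration ratio under a set limit after plate pattern correction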;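 further: plate controls were neutral control wells without compound for no effect and CRF at EC100 for full effect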
CHRM4 PAM = potentiates acetylcholine response at human M4 receptor. P08173. CHO-K1 hM4/Gqi5, Fluo-8 calcium fluorescence, ACh EC20; 0% = ACh EC20, 100% = maximal ACh. activation, % at 3 µM. 0.4% of 360,000 active. AID 624126;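 active means activation above its plate's cutoff, the mean activation of sample wells plus 3 SD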; further: some results filed as inactive read as strong as hits
M5 ag = CHRM5 agonism in calcium assay; CHO-K1 hM5 cells, Fluo-8 calcium fluorescence; 0% DMSO wells, 100% maximal acetylcholine response; activation, % at 3 µM; 0.19% of 360,000 active; AID 624037;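 active means activation above the run's mean over test compounds plus 3 SD, cut at about 23% in these data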;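 further: signal is peak over basal fluorescence ratio across the kinetic read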
M1 antag = human CHRM1 antagonism; P11229; CHO-K1 hM1, Fluo-8 calcium fluorescence, ACh EC80 antagonist; inhibition, % at 3 µM; 1.3% of 360,000 active; AID 588852;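 active means percent inhibition above its own plate's cutoff, namely the mean of that plate's compound wells plus 3 SD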;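 further: peak over basal fluorescence ratio during 140 s after agonist addition; 0% = ACh EC80 plus DMSO and 100% = DMSO alone without agonist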
Starred values were filed as active, the others as inactive; . = not tested or not shown.

SMILES	CHRM1 PAM	CHRM5 PAM	CHRM4 agonist	M4 antag	M5 antag	CRFBP-R2 agonist	CHRM4 PAM	M5 ag	M1 antag
CC(=O)NC1=NN(C(C)=O)C(C)(c2ccc3ccccc3c2)S1 (centres undefined)	4	1	1	-1	3	-0.8	3	-4	-14
CCOC(=O)CCc1c(C)nc2ncnn2c1C	8	2	1	-7	-2	1.8	-3	-3	-5
CCCCn1c(O)c(N=NC(=O)c2ccco2)c2ccccc21	-9	8	6	2	-3	-7.8	8	0	5
C[C@@]12C(=O)Nc3cc(Cl)ccc3C(=O)N1[C@H]1c3cc(Cl)ccc3OC[C@@H]1[C@@H]2c1ccccc1	-1	-7	1	-9	10	3.6	1	-2	-4
C=CCn1c(SCC(=O)Nc2ccc(F)cc2)nc2ccccc2c1=O	5	3	-1	2	2	0.7	4	-2	-10
C=CC(=O)Nc1ccc(Br)cc1	6	3	1	6	5	-1.3	5	-5	-13
COc1ccc(CCNC(=O)/C=C/c2ccco2)cc1	4	-1	2	-14	-2	-1.2	-5	1	-8
Cc1ccc(NC(=O)CSc2ncn[nH]2)cc1	-5	-5	1	-7	11	-1.6	8	-4	3
Cc1cc(C)nc(SCC(=O)Nc2nc(-c3ccccc3)c(-c3ccccc3)o2)n1	-3	-12	7	11	5	1.6	-3	-4	8
O=S1(=O)N[C@H](Cc2ccccc2)COc2cccc(N3CCC[C@H]3CO)c21	.	1	2	-4	-8	.	5	1	.
CCCC(C)NC(=O)C1CCN(S(=O)(=O)c2ccccc2)CC1 (centres undefined)	-3	-7	0	2	14	-1.3	-13	0	9
CCC(C)[C@H]1CNC(=S)N1CCC12CC3CC(CC(C3)C1)C2 (some centres undefined)	-2	8	1	-15	2	-1.8	15	2	1
O=C(CNC(=O)c1ccc(-c2ccccc2)cc1)OCc1ccc(Cl)cc1	2	-1	0	4	-1	-1.3	1	0	1
C=CCn1c(SCC(=O)Nc2ccc(-c3nc4ccc(C)cc4s3)cc2)nnc1-c1ccccc1	6	3	0	5	-5	2.6	-4	-2	-5
CCN1CCN(CCC(=O)Nc2cc(OC)ccc2OC)CC1	5	-4	0	-7	4	-1.1	-4	-4	-11
O=C(c1ccc(CS(=O)(=O)Cc2ccc(Cl)cc2)o1)N1CCCC1	5	1	2	-4	1	1.5	4	3	-10
COc1ccc(-c2nnc(SC(C)C(=O)NNC(=O)c3ccc(C)cc3)o2)cc1 (centres undefined)	3	8	0	0	-2	-0.1	8	-1	-8
COC(=O)C(=O)/C=C(\O)c1c(C)cc(C)cc1C	-2	16	1	-7	-10	-1.4	3	2	5
CN(Cc1ccccc1N1CCCC1)C(=O)c1cc2cc(Cl)ccc2o1	-1	-7	1	-6	2	-0.8	-1	-2	1
CCC1(CC)NC(=O)N(CC(=O)OCC(=O)c2ccccc2OC)C1=O	9	-3	1	-7	0	1.6	6	3	-26

Whole records, quoted from the list. Order of values: CHRM1 PAM, CHRM5 PAM, CHRM4 agonist, M4 antag, M5 antag, CRFBP-R2 agonist, CHRM4 PAM, M5 ag, M1 antag
C=CCn1c(SCC(=O)Nc2ccc(F)cc2)nc2ccccc2c1=O in the list: 5, 3, -1, 2, 2, 0.7, 4, -2, -10
CCCCn1c(O)c(N=NC(=O)c2ccco2)c2ccccc21 in the list: -9, 8, 6, 2, -3, -7.8, 8, 0, 5
CCC(C)[C@H]1CNC(=S)N1CCC12CC3CC(CC(C3)C1)C2 (some centres undefined) in the list: -2, 8, 1, -15, 2, -1.8, 15, 2, 1
CN(Cc1ccccc1N1CCCC1)C(=O)c1cc2cc(Cl)ccc2o1 in the list: -1, -7, 1, -6, 2, -0.8, -1, -2, 1
COC(=O)C(=O)/C=C(\O)c1c(C)cc(C)cc1C in the list: -2, 16, 1, -7, -10, -1.4, 3, 2, 5

(cont.)
SMILES	CHRM1 PAM	CHRM5 PAM	CHRM4 agonist	M4 antag	M5 antag	CRFBP-R2 agonist	CHRM4 PAM	M5 ag	M1 antag
Cc1cc(=O)[nH]c(N=N/C(=N/Nc2ccccc2C)c2ccccc2)n1	6	6	0	-7	-10	-1.3	17	-1	-8
Cc1ccc2c(NC(=S)NC(=O)c3ccccc3)cccc2n1	1	0	7	-8	5	-1.0	-4	4	0
CC(=O)Nc1ccc(S(=O)(=O)Oc2cccc(/C=C3\SC(N)=NC3=O)c2)cc1	-2	-14	4	-2	19	0.5	0	-2	0
COc1ccccc1OCC(=O)Nc1ccc(S(=O)(=O)Nc2nc(C)cc(C)n2)cc1	-8	6	4	-21	-8	0.4	6	-1	14
O=C(O)/C(=C\c1ccco1)NC(=O)c1ccc(Br)o1	9	-10	0	-3	9	1.2	-10	0	-9
O=C(NNC(=O)c1cnccn1)c1ccc(Cl)c(Cl)c1	9	2	1	9	-4	-0.9	-1	-3	-7
Cc1c(Cl)cccc1NC(=O)CSc1ncnc2c1cnn2CCc1ccccc1	-2	4	0	-5	0	-2.4	-6	-2	9
CC(C)[C@H](NC(=O)C1CCN(S(=O)(=O)c2ccccc2)CC1)C(=O)NCc1ccccn1	8	0	0	3	-9	-0.9	-5	-4	-5
CN(C(=O)CN1CCN(c2cnn(-c3ccccc3)c(=O)c2Cl)CC1)C1CCS(=O)(=O)C1 (centres undefined)	6	3	0	11	8	-1.7	-1	-1	0
COCCC(=O)N1CCC(Oc2ccc(C(=O)N3CCCCC3COC)cc2)CC1 (centres undefined)	-1	-7	1	-7	15	1.4	3	-2	-5
CN(Cc1ccccc1)C(=O)c1cccc(C(=O)N(C)Cc2ccccc2)c1	7	-7	4	2	8	-1.1	-4	-5	-6
COc1ccc(CNC(=O)c2[nH]c(C(F)(F)F)nc2-c2ccccc2)cc1	-14	1	9	-4	4	.	4	5	-3
O=C(CNC(=O)c1ccccc1F)OCCOc1cccc(Cl)c1	5	5	1	-2	1	1.9	3	-4	-2
Cc1cc(C)n(C(=O)CNC(=O)Cc2ccccc2)n1	-1	-4	0	6	1	-4.1	2	-2	7
CCCCN(C)CCCNC(=O)c1ccc(N2CCCC2=O)cc1	8	6	1	1	-9	-0.1	2	-7	-4
O=C(/C=C\N1CCOCC1)c1ccc(Br)cc1	8	1	1	-4	-13	0.1	0	0	-23
Cc1ccc(S(=O)(=O)N2CCN(C(=O)NCc3ccc(C(=O)O)cc3)CC2)cc1	8	0	0	14	17	-0.6	-9	-4	-4
O=C(Cn1nc(C(=O)O)c2ccccc2c1=O)NC12CC3CC(CC(C3)C1)C2	10	9	1	-1	-9	-0.3	3	4	-7
CN1C(=O)C(CC(=O)NC2CCCCC2)N(C)C1=O (centres undefined)	7	8	-1	0	5	7.3	-5	0	-11
CCOC(=O)CC1C(=O)NCCN1C(=O)Nc1ccccc1 (centres undefined)	2	0	1	-4	5	0.6	3	-3	-13
O=C(NC(=S)NCCc1ccccc1)c1ccco1	-3	-7	1	-4	1	-1.3	-2	-3	-18
CC(=O)Nc1cccc(C(=O)/C=C/c2cccs2)c1	3	-9	7	20	9	-1.8	-12	-1	1
Cc1ccc2c(c1)c1c(n2CC(O)CN2C(=O)CNC2=O)C(=O)CCC1 (centres undefined)	-7	-10	-1	6	-1	0.2	-5	-2	12
O=C(COc1ccc(Br)cc1CNC1CCCC1)Nc1ccccc1	5	1	13	8	6	21	-12	3	-2
COc1cccc(C(=O)C2CCCN(C(=O)c3cccc(C#CC(C)(C)O)c3)C2)c1 (centres undefined)	3	-1	4	4	5	-2.6	-7	4	-2
CC1CC(O)(CC(O)(c2ccccc2)c2ccccc2)C(C)CN1C (centres undefined)	3	1	2	-3	8	0.7	-4	-7	-8
CCCNC(=O)c1cc(Cl)c(NC(=O)C2=C(C)OCCS2)cc1OC	-4	2	4	3	9	1.0	0	-2	2
CC(=O)Nc1ccc(NC(=O)C2CCCN2/C=C/C(=O)C(F)(F)F)cc1 (centres undefined)	6	5	2	-12	0	-1.4	9	1	-4
O=C(/C=C/c1ccccc1)NC(=S)NNC(=O)c1cccnc1	8	-6	1	-2	0	1.2	-5	0	-10
O=C(CCn1c2c(c3ccccc31)CCCC2)NNC(=O)c1ccccc1[N+](=O)[O-]	4	5	2	7	-6	0.5	5	1	-8
CCCN1C(=O)c2cc(C(=O)Nc3ccccc3CC)ccc2C1O (centres undefined)	7	1	3	0	1	-0.6	0	5	-11
COc1ccc(NC(=O)COC(=O)CN2C(=O)C3CCCCC3C2=O)cc1 (centres undefined)	8	-2	0	-2	5	-1.0	6	0	-7
Nc1nc2c(s1)C(=O)CCC2	2	-5	0	-11	-3	-1.0	6	-2	-37
CN(Cc1ccccc1)C(=O)c1[nH]cnc1C(=O)Nc1nccs1	-7	-2	3	-10	-3	3.2	2	7	5
